# ASAP1 GAP inh = inhibitors of human ASAP1 ArfGAP activity. Q9ULH1. ASAP1-stimulated ARF1 GTP hydrolysis, GDP FP detection. inhibition, % at 16.5 µM. 0.19% of 360,000 active. AID 624377; in the data active means inhibition above about 25%;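 further: 0% = vehicle with enzyme and substrate and 100% = no enzyme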
# ARFGAP1 inh = rat ARFGAP1 inhibition; Q62848; Arfgap1-stimulated ARF1 GTP hydrolysis, GDP FP detection; inhibition, % at 16.5 µM; 0.26% of 360,000 active; AID 651572;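 active means inhibition above a per-plate limit, mean inhibition of low control wells plus 3 SD, cut at about 25% in these data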;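 further: 0% = DMSO wells with enzyme and 100% = wells lacking Arfgap1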
#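 Repeats: one replicate per compound; assay system: rat Arfgap1 catalytic domain, aa 1-136; times: enzyme reaction 120 min at 25 °C after 20 min preincubation; detection: FP of antibody-bound GDP Alexa 633 tracer, ex 620/em 688 nm; benchmarks: high control wells lacking Arfgap1, low control full reaction with DMSO; reagent: human ARF1(Δ1-17)-GTP substrate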
# NPR1 activator = GC-A (human) enzyme activation; P16066; HEK293 GC-A cells, cGMP TR-FRET, EC30 ANP; 0% at EC30 ANP, 100% saturating ANP; activation, % at 10 µM; 0.14% of 370,000 active; AID 1671463; in the data active means activation above about 40%
# Target sequence (P16066 whole entry, looked up): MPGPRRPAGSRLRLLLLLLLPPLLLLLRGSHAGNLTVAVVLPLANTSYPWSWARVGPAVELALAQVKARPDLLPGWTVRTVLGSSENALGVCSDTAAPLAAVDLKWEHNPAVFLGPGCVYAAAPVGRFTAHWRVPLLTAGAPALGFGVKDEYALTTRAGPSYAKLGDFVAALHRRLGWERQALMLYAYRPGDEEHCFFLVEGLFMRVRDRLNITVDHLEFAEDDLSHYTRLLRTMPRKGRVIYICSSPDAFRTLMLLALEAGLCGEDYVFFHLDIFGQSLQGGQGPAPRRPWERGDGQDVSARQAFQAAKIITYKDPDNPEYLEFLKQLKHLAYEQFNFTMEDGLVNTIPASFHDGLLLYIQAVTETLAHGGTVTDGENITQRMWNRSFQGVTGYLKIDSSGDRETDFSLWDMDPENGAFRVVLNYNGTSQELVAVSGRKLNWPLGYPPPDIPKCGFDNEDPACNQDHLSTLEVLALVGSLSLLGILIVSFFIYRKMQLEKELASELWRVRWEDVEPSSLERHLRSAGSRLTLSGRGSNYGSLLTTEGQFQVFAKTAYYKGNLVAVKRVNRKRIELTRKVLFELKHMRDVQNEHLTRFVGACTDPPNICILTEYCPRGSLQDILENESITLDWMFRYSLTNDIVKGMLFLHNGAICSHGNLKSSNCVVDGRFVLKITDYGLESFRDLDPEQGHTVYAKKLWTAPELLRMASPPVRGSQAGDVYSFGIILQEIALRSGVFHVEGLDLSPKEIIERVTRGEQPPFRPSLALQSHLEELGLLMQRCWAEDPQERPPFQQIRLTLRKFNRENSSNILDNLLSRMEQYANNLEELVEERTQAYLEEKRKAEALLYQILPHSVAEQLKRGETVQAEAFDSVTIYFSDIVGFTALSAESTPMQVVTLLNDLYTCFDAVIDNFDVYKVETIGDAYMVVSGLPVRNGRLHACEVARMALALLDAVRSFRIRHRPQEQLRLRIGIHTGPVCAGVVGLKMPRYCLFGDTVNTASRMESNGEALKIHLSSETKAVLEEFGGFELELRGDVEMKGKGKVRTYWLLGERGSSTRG
# rCAG RNA binder = binds r(CAG) RNA repeats. r(CAG) RNA repeat, TO-PRO-1 dye displacement fluorescence. inhibition, % at 3 µM. 1.3% of 370,000 active. AID 651821;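 active means inhibition above the plate cutoff, the mean of all test compounds on that plate plus 3 SD, cut at about 35% in these data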;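 further: 0% = DMSO alone and 100% = 100 µM mitoxantrone as full dye displacement; higher means more dye released from RNA so lower well fluorescence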
# HTRA1 inhibitor = inhibitors of human serine peptidase HTRA1. recombinant HTRA1, FP-rhodamine activity-based probe, fluorescence polarization. inhibition, % at 5.96 µM. 0.5% of 340,000 active. AID 504803; in the data active means inhibition above about 36%;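 further: 0% = enzyme with DMSO and 100% = wells lacking enzyme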
# SMARCA2 activ = increases SMARCA2 function in MMTV reporter cells; MG213 cells, MMTV-luciferase reporter, dexamethasone, overnight; activation, % at 9.1 µM; 1% of 370,000 active; in the data active means activation above about 7.8%;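 further: 0% = vehicle wells and 100% = reference activator wells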
# PG9 Ab binder = PG9 antibody binding by small molecule; TR-FRET gp120-PG9 antibody binding; AID 624416; inhibition, % at 6.7 µM; 0.43% of 360,000 active; in the data active means inhibition above about 8.5%
# GC-B act = GC-B (human) receptor activation | HEK293-GC-B cells, CNP EC30, cGMP TR-FRET; 0% at EC30 CNP, 100% saturating CNP | 0.11% of 370,000 active | P20594 | activation, % at 10 µM;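 active means activation at 10 µM reaching about 35% in either raw or pattern-adjusted values, limit read from the data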
# Rev-erbA mod = Rev-erb alpha (human) modulation. P20393. Rev-erbα–FITC-DNA binding, fluorescence polarization, 90 min. activity, % at 10 µM. 0.79% of 370,000 active. AID 1259318;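 active means activity above about 14%, limit read from the data; passing the limit was not always enough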;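 further: 0% = DMSO wells with 35 nM protein and 100% = DMSO wells with 750 nM protein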
# ABHD4 inh = inhibits mouse alpha/beta hydrolase domain 4; 0.54% of 370,000 active; Q8VD66; inhibition, % at 8.92 µM; purified mABHD4, FP-Rh probe fluorescence polarization;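 active means inhibition exceeding the mean over every tested compound plus 3 SD, cut at about 30% in these data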;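 further: 0% = plate median of compound wells and 100% = S159A mutant with DMSO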
#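 system = mouse ABHD4 enzyme, wild type | medium = HEPES pH 7.0, NaCl, Pluronic buffer | also added = FP-Rh probe | incubation = Enzyme–compound pre-incubation 45 min, then probe 60 min, both 25 °C | technique = fluorescence polarization, excitation 525 nm, emission 598 nm, BODIPY TMR filters | controls = S159A mutant high control, sample median low control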
# Numbers without * were called inactive; nt = no result given.
SMILES,ASAP1 GAP inh,ARFGAP1 inh,NPR1 activator,rCAG RNA binder,HTRA1 inhibitor,SMARCA2 activ,PG9 Ab binder,GC-B act,Rev-erbA mod,ABHD4 inh
OCCSc1nc(-c2cccnc2)nc2ccccc12,8.0,0.1,11.0,3.6,-1.9,-6.8,2.1,4.6,4.0,3.5
C=C[C@@H]1c2cc(C)ccc2N(S(=O)(=O)c2ccc(C)cc2)[C@H](c2ccc(OC(C)=O)cc2)C1(C#N)C#N,5.3,-0.2,1.3,5.8,-8.7,0.1,-1.3,5.8,-4.3,1.1
CC(C)(C)CC(=O)Nc1nnc(SCC(=O)N2CCCCC2)s1,4.3,5.1,0.1,-3.0,-6.9,-4.7,0.0,0.6,1.6,-8.3
Cc1cc(NC(=O)CSc2nc(C(C)(C)C)nc3ccccc23)no1,-6.2,6.5,3.8,-1.3,4.8,-2.8,36.4*,-3.7,35.5*,-0.8
Cc1ccccc1Cn1c(C)c(C(=O)NCc2cccc(C(F)(F)F)c2)sc1=O,4.0,3.8,-2.1,-1.7,nt,-0.7,-1.8,-4.9,-7.4,-3.1
CN=C1CC(C)(C)CC(=O)/C1=C(/O)CCC(=O)NC,0.9,-4.4,0.3,-0.9,0.0,-0.4,1.8,3.4,-2.7,4.2
O=c1sc(Nc2ccccc2)nc2ccsc12,-8.7,2.0,2.5,7.3,-9.6,6.7,-0.1,-5.5,-0.8,12.0
O=C(NC1CCCCCC1)c1cc2n(n1)C(C(F)(F)F)CC(c1ccco1)N2 (stereo unspecified),-10.1,-9.8,9.4,-0.8,-0.4,0.1,0.4,7.0,3.1,-2.0
CC1=C(C(=O)N2CCOCC2)CC(CC(=O)NCc2cccs2)C(=O)N1Cc1ccc(F)cc1 (stereo unspecified),-4.9,2.7,2.9,-1.4,8.0,-3.7,1.1,-5.2,5.5,0.3
CC(=O)c1ccc(N2CCN(C(=O)CCS(=O)(=O)c3ccc4c(c3)NC(=O)CS4)CC2)cc1,5.0,0.9,-1.4,2.0,-2.0,2.1,-0.3,-1.4,-3.6,-1.8
CCn1c(SCC(=O)C(C)(C)C)nnc1-c1ccccn1,-6.3,13.9,0.3,-4.9,-5.6,-1.5,0.9,4.1,-3.3,-8.7
CCC(CC)NC(=O)COC(=O)CCC(=O)c1cccs1,1.9,3.8,-0.4,-3.6,0.8,5.5,-3.6,0.4,-4.6,4.3
CC(=O)N1c2ccc(S(=O)(=O)N(C)C3CCCCC3)cc2CC1C (stereo unspecified),4.1,-2.1,0.8,-5.4,-2.0,-0.4,-1.0,4.3,-3.2,-4.5
CCC(C)OC(=O)n1ccc(C(=O)Nc2nccs2)n1 (stereo unspecified),2.0,9.6,4.1,-4.1,23.6,2.0,1.8,-0.3,-0.9,2.2
Cc1cc(-c2n[nH]c(=S)n2-c2ccccc2C)cs1,10.6,-6.1,-0.2,3.0,3.9,0.2,2.0,0.0,6.9,3.2

# Some of these compounds in order of formula weight, low to high:
SMILES,ASAP1 GAP inh,ARFGAP1 inh,NPR1 activator,rCAG RNA binder,HTRA1 inhibitor,SMARCA2 activ,PG9 Ab binder,GC-B act,Rev-erbA mod,ABHD4 inh
CCC(C)OC(=O)n1ccc(C(=O)Nc2nccs2)n1 (stereo unspecified),2.0,9.6,4.1,-4.1,23.6,2.0,1.8,-0.3,-0.9,2.2
CCn1c(SCC(=O)C(C)(C)C)nnc1-c1ccccn1,-6.3,13.9,0.3,-4.9,-5.6,-1.5,0.9,4.1,-3.3,-8.7
CC(=O)N1c2ccc(S(=O)(=O)N(C)C3CCCCC3)cc2CC1C (stereo unspecified),4.1,-2.1,0.8,-5.4,-2.0,-0.4,-1.0,4.3,-3.2,-4.5
O=C(NC1CCCCCC1)c1cc2n(n1)C(C(F)(F)F)CC(c1ccco1)N2 (stereo unspecified),-10.1,-9.8,9.4,-0.8,-0.4,0.1,0.4,7.0,3.1,-2.0

# Other entries
SMILES,ASAP1 GAP inh,ARFGAP1 inh,NPR1 activator,rCAG RNA binder,HTRA1 inhibitor,SMARCA2 activ,PG9 Ab binder,GC-B act,Rev-erbA mod,ABHD4 inh
CC(OC(=O)/C=C/c1ccco1)C(=O)NC1CCCCC1C (stereo unspecified),-0.2,5.0,1.2,4.2,7.6,-2.1,-4.0,-1.5,-1.3,0.2
COC(=O)c1cc2c(s1)-c1ccccc1OC2,-16.0,11.0,-0.5,3.0,-8.9,3.3,1.9,-10.4,-5.4,-13.2
Cc1nn(-c2ccc(Br)cc2)c(=O)c2ccccc12,-5.6,2.2,2.5,-4.3,-2.5,6.5,0.3,-4.3,-0.4,6.7
COc1ccc(/C=C(\C#N)c2cc(OC)c(OC)cc2[N+](=O)[O-])cc1,2.9,-3.1,1.4,-1.7,2.5,-1.0,-0.9,-3.9,-0.1,0.6
CC(C)(Cc1ccc(O)cc1)NC(=O)CC(=O)N=Nc1c(O)[nH]c2cc(Br)ccc12,-4.2,2.5,-8.6,16.3,-2.1,1.1,-0.3,-1.8,-0.9,5.1
Cc1ccc(-n2c(=O)cc(N3CC(C)CC(C)C3)[nH]c2=O)cc1 (stereo unspecified),-5.1,-8.4,1.2,-2.9,7.7,-0.9,-1.9,1.9,3.9,3.1
COc1cccc(N(C(=O)c2snc(C(N)=O)c2N)C(C(=O)NCC2CCCO2)c2ccc(F)cc2)c1 (stereo unspecified),0.6,-6.1,-3.8,-0.1,2.2,-0.3,-1.1,4.3,-1.1,1.8
COc1ccc(S(=O)(=O)NCc2ccc(C(=O)O)cc2)cc1,2.1,-1.7,2.9,-2.5,-1.7,-3.0,-0.4,4.3,5.2,3.8
CCOc1ccc(OCC(=O)OCC(=O)NCC2CCCO2)cc1 (stereo unspecified),4.7,4.7,-0.8,0.3,6.8,-2.9,-0.7,-2.8,-3.7,1.8
CCCC(CNC(C)=O)(C1=CCCCC1)c1ccccc1 (stereo unspecified),-9.3,-0.2,-15.3,-1.5,1.6,-1.8,1.4,0.0,4.7,-7.5
CC1CN(C2CCCCC2)C(=O)NC1=O (stereo unspecified),-3.8,-11.8,0.4,-0.2,7.6,0.4,-1.9,-1.2,4.8,3.2
Fc1cnc(Cl)nc1NC1CCCCC1,11.1,-1.4,2.4,-1.7,-1.8,-1.4,-0.1,9.4,6.3,-1.7
Cc1ccnc(NC(=O)COc2c(C)cc(C)cc2[N+](=O)[O-])c1,7.8,4.7,-0.7,1.6,-0.2,-0.1,0.1,3.1,-1.1,5.9
Cc1cccc(-c2noc(CN(C(=O)C(c3ccccc3)c3ccccc3)C(C)C)n2)c1,-20.3,-5.8,-3.2,3.0,-67.5,-2.3,0.7,-3.5,-2.4,-10.9
Cc1ccc2[nH]c(CNC(=O)c3ccccc3F)cc2c1,16.1,5.3,-0.4,9.1,-10.5,0.5,-0.1,2.9,3.4,-9.0
CCN1C(=O)N[C@H](c2ccccc2)C(C(C)=O)=C1C,-16.2,-11.7,-3.8,2.1,-9.3,-0.7,-0.5,-2.8,-1.0,3.2
CCCN(CC(=O)Nc1ccccc1OC)C(=O)c1cc(-c2ccccc2)nn1-c1ccccc1,15.9,-8.6,-7.9,-0.8,-37.9,0.2,-2.4,-2.4,11.0,6.7
O=C(Nc1nnc([C@@H]2C[C@H](O)[C@@H](CO)O2)s1)Nc1cccc(Cl)c1Cl,-0.7,5.5,3.2,2.1,nt,-4.4,-0.8,-2.2,-3.7,-4.9
CC(C)C(=O)Nc1cc(S(=O)(=O)N2CCOCC2)ccc1N1CCCCC1,-3.9,-2.6,5.2,4.0,-2.8,-4.1,-0.4,-2.2,3.2,5.9
O=C(NCC(c1ccco1)N1CCCC1)c1cn(Cc2ccccc2)nc1-c1ccccc1 (stereo unspecified),-4.5,3.8,-5.7,6.1,-11.3,-1.9,-1.1,2.6,-5.7,0.9
O=C(NC(=S)Nc1ccccc1N1CCCC1)c1cccc(F)c1,-1.9,2.4,0.0,4.9,-5.9,-2.4,-0.9,-9.8,5.5,4.7
Cn1c(SCCOc2ccc(F)cc2)nnc1-c1ccncc1,9.5,11.7,3.0,-7.0,-3.6,-5.2,0.1,4.5,-0.1,4.6
O=C(N/C=C\c1ccccc1)NCc1ccc(Cl)cc1,-12.9,9.8,-6.7,15.1,-23.3,-1.4,-0.8,-1.2,-0.6,-22.2
COc1cc(C(=O)Nc2nnc(CC(=O)NCc3ccccc3)s2)cc(OC)c1OC,-5.0,9.8,-0.1,1.5,0.3,-1.2,-1.3,-6.1,-3.4,6.0
COc1ccccc1NS(=O)(=O)c1ccc(-c2cnc(C3CC3)o2)cc1,-2.5,-7.5,-15.3,1.6,-10.8,-1.9,0.1,-3.1,3.5,-10.7
Cc1ccc(NC(=O)COC(=O)[C@H](C)N2C(=O)C3CC=CCC3C2=O)cc1S(=O)(=O)N(C)C (stereo partly specified),-5.9,-0.7,0.9,1.2,-3.0,-2.2,-0.1,3.9,5.8,7.1
CCN1C(=O)N[C@H]2C[C@@H](c3ccccc3)[C@@H](C)[C@@H](C(=O)N3CCCC3)C[C@H]21,-10.0,-4.1,2.8,0.2,nt,-3.8,0.7,5.7,4.7,0.1
O=C(c1ccc(F)cc1)c1cc2ccc(O)cc2oc1=O,0.1,6.4,4.5,0.4,4.0,2.1,-3.2,-1.9,-2.5,2.3
Cc1ccc(S(=O)(=O)N(C)c2cc(S(N)(=O)=O)c(C)cc2C)cc1,-6.7,-4.5,-3.1,-0.9,-2.1,-4.3,0.9,1.0,1.9,-3.1
Clc1ccc(CSc2nccn2Cc2ccccc2)cc1,-5.8,5.1,1.6,-6.2,-35.8,-3.0,0.6,1.2,1.0,-10.7
O=C(N/N=C/c1ccc(Sc2ccccn2)o1)c1cc2ccccc2cc1O,nt,nt,-8.5,nt,59.8*,nt,nt,-3.8,3.5,nt
COc1ccc(CNn2c(C)nc3ccccc3c2=O)cc1,5.4,5.1,-7.8,-4.4,-8.1,-1.0,-1.5,-0.6,3.3,-9.1
COc1ccc2cc(-c3ccccc3)c(=O)oc2c1,9.5,-6.2,5.1,2.5,-8.1,9.7*,2.7,-4.8,-6.2,-3.1
COc1ccc(OCCC(=O)NCCN2CCOCC2)cc1,-9.4,-11.1,1.3,1.8,4.8,4.9,-0.7,-1.1,-0.8,-7.3
O=C(c1cnn2cccnc12)N1CCN(c2ccccc2)CC1,2.9,-4.8,1.3,0.7,-4.6,12.8*,-0.9,4.7,1.6,7.9
C=CCNC(=O)c1onc(CSc2ccc(F)c(F)c2)c1C(=O)NCC=C,3.4,1.1,-0.4,-4.2,-19.2,-0.7,0.5,2.9,3.0,-10.1
COc1ccccc1-n1c(SCC(N)=O)nnc1-c1ccc(S(=O)(=O)N2CCCCC2)cc1,5.6,7.3,-4.0,-2.0,-2.3,-6.3,-0.1,-3.6,-1.7,-6.0
Cc1nn(CC(=O)OCC(=O)c2ccccc2)c(C)c1[N+](=O)[O-],-14.4,2.5,4.4,2.6,2.5,-2.0,-1.4,-2.3,-0.7,-5.8
Cc1ccc(NC(=O)CCNS(=O)(=O)c2ccc3c(c2)CCC(=O)N3)cc1F,6.6,1.2,1.8,1.5,-1.3,-1.4,-2.9,6.1,-1.8,2.2
Cc1ccc(C)c(N2CCN(C(=O)c3ccc(NS(=O)(=O)c4c(C)noc4C)cc3)CC2)c1,7.8,6.6,0.4,10.3,-5.5,-2.3,-1.5,-1.5,-1.6,-13.7

# Screening data (PubChem BioAssay)
